# V1R ag counter: agonists of human V1a receptor, primary screen, counter-screen for OXTR agonist project, fluorescence, CHO-V1R cells. Fluo-8 calcium fluorescence, agonist mode; 0% DMSO, 100% 3 nM vasopressin. activation, % at 3 µM. 320,000 compounds, 0.25% hits. AID 2797, 2010;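 active = activation above the mean activation of all tested compounds plus 3 SD, per screening run, cut at about 20% in these data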;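 also: signal is peak over basal fluorescence ratio across a 100 second FLIPR read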
# OXTR potentiator: human OXTR potentiators, primary screen, fluorescence, CHO-OTR cells, Fluo-8 calcium | 320,000 compounds, 0.061% hits | Oxytocin receptor (Homo sapiens), P30559 | activation, % at 3 µM | Fluo-8 calcium fluorescence, potentiator mode; 0% = oxytocin EC15, 100% = EC100;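 active = activation above that plate's cutoff, the mean activation of tested compounds plus 3 SD, cut at about 6.6% in these data, passing the limit was not always enough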;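 also: 100% uses oxytocin at 75 nM as the full agonist control; some results filed as inactive read as strong as hits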
# Target sequence (P30559 whole entry, looked up): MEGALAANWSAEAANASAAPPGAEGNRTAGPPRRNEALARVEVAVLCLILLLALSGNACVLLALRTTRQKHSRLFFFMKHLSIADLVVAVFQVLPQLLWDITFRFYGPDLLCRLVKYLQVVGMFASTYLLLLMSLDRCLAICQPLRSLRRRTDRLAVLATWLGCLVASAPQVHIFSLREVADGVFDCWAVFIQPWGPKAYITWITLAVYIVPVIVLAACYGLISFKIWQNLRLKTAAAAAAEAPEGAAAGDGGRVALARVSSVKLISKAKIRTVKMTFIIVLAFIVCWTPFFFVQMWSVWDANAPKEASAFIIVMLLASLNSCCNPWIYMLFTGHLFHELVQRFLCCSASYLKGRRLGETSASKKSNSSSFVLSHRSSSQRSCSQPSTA
#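 Assay system: CHO cell line stably expressing human OTR. Reagent: EC15 oxytocin agonist. Dosing: single dose, 3.0 µM nominal final compound concentration. Timing: compound 6 min at room temperature before oxytocin, 100 s read. Signal: kinetic Fluo-8 calcium fluorescence. Controls: oxytocin EC15 low and EC100 high.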
# M1 PAM parental: nonselective calcium activators in parental CHO-K1 cells, primary screen, counter-screen for M1 PAM project, cell-based, Fluo-8 calcium fluorescence, full deck, 1536-well. ATP EC20; 0% at ATP EC20, 100% at ATP max. activation, % at 3 µM. 360,000 compounds, 0.02% hits;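 active = activation above the run cutoff, the mean activation of all test compounds plus 3 SD, cut at about 40% in these data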;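 also: peak over basal fluorescence ratio in a 140 s read after ATP addition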
# TAAR1 antag: human TAAR1 antagonists, primary screen, Fluo-8 calcium fluorescence, CHO RD-HGA16 cells. Trace amine-associated receptor 1 (Homo sapiens), Q96RJ0. 360,000 compounds, 1.5% hits. antagonist. inhibition, % at 3 µM. AID 624466, 2012;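 active = inhibition above a per-plate cutoff, the mean inhibition of test compounds on that plate plus 3 SD, cut at about 49% in these data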;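 also: 0% = DMSO plus EC80 beta-PEA response and 100% = DMSO alone without agonist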
#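 System: CHO RD-HGA16 cells bearing hTAAR1. Reagent: EC80 β-phenethylamine stimulus. Schedule: seeding 17-24 h prior, 75-min 37 °C, 30-min RT dye loading. Signal: Fluo-8 intracellular calcium dye fluorescence, real-time kinetic reads. Read-out: % inhibition from peak post-agonist over basal fluorescence ratio. Benchmarks: vehicle wells and EC80 agonist wells. Replicates: n of 1.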
# CHO-K1 Ca ag: counter-screen for M1 agonists: effect in parental CHO-K1 cells; Fluo-8 calcium fluorescence; scaled to maximal ATP response, vehicle zero; activation, % at 3 µM; 360,000 compounds, 0.48% hits; AID 602248, 2012; in the data active = activation above about 15%;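 also: untransfected CHO-K1 host cells lacking M1 receptor as counterscreen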
# TAAR1 agonist: human TAAR1 agonists, primary screen, Fluo-8 calcium fluorescence, CHO RD-HGA16 cells. AID 624467, 2012. 360,000 compounds, 0.99% hits. Trace amine-associated receptor 1 (Homo sapiens), Q96RJ0. vehicle wells 0%, saturating PEA agonist 100%. activation, % at 3 µM;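 active = activation above the mean activation of all test compounds in the run plus 3 SD, cut at about 38% in these data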
#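 test system = CHO RD-HGA16 cells carrying human TAAR1 plus Gα16 | schedule = 17-24 h seeding, 75 min 37 °C dye, 30 min RT | compound dosing = 3 µM single concentration | control set = DMSO and PEA EC100 | replicates = n 1 | signal = Fluo-8 fluorescence, 5 s baseline then 140 s kinetic read | measure = percent activation vs PEA EC100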
# CHRM1 agonist: human M1 muscarinic receptor agonists, primary screen, Fluo-8 calcium fluorescence, CHO-K1 cells, HTS | Muscarinic acetylcholine receptor M1 (Homo sapiens), P11229 | CHO-K1 hM1, agonist mode; 0% DMSO, 100% acetylcholine EC100 | activation, % at 3 µM | 360,000 compounds, 0.33% hits;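 active = activation above the run's mean compound activation plus 3 SD, cut at about 16% in these data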;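 also: peak over basal fluorescence ratio within a 140 s kinetic read after compound addition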
# Target sequence (P11229 whole entry, looked up): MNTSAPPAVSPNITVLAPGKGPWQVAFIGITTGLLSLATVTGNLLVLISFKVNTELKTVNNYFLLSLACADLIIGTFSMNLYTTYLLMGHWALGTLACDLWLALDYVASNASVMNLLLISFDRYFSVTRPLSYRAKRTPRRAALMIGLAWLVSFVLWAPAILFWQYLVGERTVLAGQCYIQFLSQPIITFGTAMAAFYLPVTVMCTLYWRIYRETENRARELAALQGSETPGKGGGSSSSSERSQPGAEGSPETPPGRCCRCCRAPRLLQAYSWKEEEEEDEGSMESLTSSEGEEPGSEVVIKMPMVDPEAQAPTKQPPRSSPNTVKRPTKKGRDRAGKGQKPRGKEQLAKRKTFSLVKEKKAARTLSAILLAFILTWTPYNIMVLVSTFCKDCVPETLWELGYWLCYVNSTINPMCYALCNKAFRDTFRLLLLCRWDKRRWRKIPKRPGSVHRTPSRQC
# CHO-K1 Ca antag: counter-screen for M1 antagonists: effect in parental CHO-K1 cells. ATP-induced calcium, Fluo-8 fluorescence. inhibition, % at 3 µM. 360,000 compounds, 0.6% hits. AID 602250;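 active = inhibition above a per-plate cutoff, the plate's mean sample inhibition plus 3 SD, cut at about 24% in these data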;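 also: 0% = DMSO plus EC80 ATP and 100% = DMSO alone without ATP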
# CHO parental Ca: ATP-evoked calcium signal inhibitors, parental CHO, primary screen, counter-screen for OX1R antagonist project, cell-based, fluorescence, Fluo-8 calcium dye; parental CHO-K1, ATP-induced calcium, Fluo-8 fluorescence; inhibition, % at 5.6 µM; 330,000 compounds, 0.63% hits; AID 463079, 2010;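 active = inhibition above that plate's mean sample inhibition plus 3 SD, cut at about 26% in these data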;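 also: 0% = ATP-challenged DMSO wells and 100% = DMSO wells without ATP; some compounds past the cut are filed as inactive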
#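 Test system: untransfected parental CHO cell line. Compound: one dose, 5.6 µM nominal. Detection: intracellular calcium via Fluo-8 no-wash fluorescent dye. Measure: % inhibition. Benchmarks: ATP-challenged DMSO wells low, unchallenged DMSO wells high.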
# The depositor's hits bear a star; · = not tested or not shown.
# Below each compound: OXTR potentiator, V1R ag counter, CHRM1 agonist, CHO-K1 Ca antag, TAAR1 antag, CHO parental Ca, M1 PAM parental, CHO-K1 Ca ag, TAAR1 agonist
COc1ccc(N(CCC(=O)O)S(=O)(=O)c2ccc(C)c(C)c2)cc1
  2, -0.7, 1, 1, -21, -16, 15, 0.6, 2
CNCC(O)Cn1c2c(c3ccccc31)CCCC2 (stereo unspecified)
  -3, 0.7, -8, -7, -1, -8, 23, 1.8, 1
CCCn1c(C(O)c2ccc(OCC)cc2)nc2ccccc21 (stereo unspecified)
  -8, -0.4, -8, -14, -4, -10, 29, 1.1, -1
O=C(CSc1ccc2nnc(-c3ccc(F)cc3)n2n1)NCC1CCCO1 (stereo unspecified)
  1, -0.1, -2, -8, ·, -7, 10, -0.4, ·
Cc1c(C#N)c(=O)oc2ccc3ccccc3c12
  -14, -1.0, -2, -8, 3, -9, 13, 0.3, 14
Oc1ccc(-c2csc(-c3cccnc3)n2)cc1O
  -6, 0.5, -1, -7, -17, -18, 2, 1.4, 1
Cc1ccc(N(CC2CO2)S(=O)(=O)c2ccccc2[N+](=O)[O-])cc1 (stereo unspecified)
  4, -0.3, -6, -2, -8, -1, -1, 0.4, 0
CCn1c(SCC(=O)Nc2nc(C)c(C)s2)nnc1-c1cccs1
  -10, 1.6, -4, -5, -1, -31, -4, 1.2, 2
CCOc1ccccc1C(C(=O)NC1CCCCC1)N(C(=O)c1csnn1)C1CC1 (stereo unspecified)
  -3, -0.6, 0, -13, 3, -14, 3, -0.1, -4
COC(=O)C1=C(N)OC2=C(C(=O)CC(C)(C)C2)C1c1cccnc1 (stereo unspecified)
  -9, 0.1, -1, -3, 8, 2, -2, -0.3, 5
COC(=O)C(CCSC)NC(=O)CNS(=O)(=O)c1ccc(Br)cc1 (stereo unspecified)
  -7, 3.6, 0, -9, 14, -5, 20, 0.5, 2
CCNc1ccc(S(=O)(=O)NCCN(C)C)cc1[N+](=O)[O-]
  -16, -0.1, -6, -11, -34, 4, 18, 0.4, 0
CC(C)C[C@H](NC(=O)OC(C)(C)C)C(=O)NCC1CCC(C(=O)N[C@@H](Cc2ccccc2)C(=O)O)CC1 (stereo partly specified)
  -12, 0.0, -5, 11, -10, -5, -10, 0.1, 1
CC(C)CCc1noc(CN(CC2CCC2)CC2CCCO2)n1 (stereo unspecified)
  3, -0.8, -4, -2, -8, -10, 1, -0.3, -3
COc1cccc(NC(=O)Nc2ccc3c(c2)N(C)C(=O)CS3)c1
  -23, 4.7, 2, 21, 69*, 13, 0, 15, 23
CCOc1cc(C(=O)NCC(=O)N/N=C/c2sccc2C)cc(OCC)c1OCC
  -2, -0.6, -3, -11, -1, -28, 18, -0.2, 0
O=C(O)CC1SC(=Nc2cccc(O)c2)NC1=O (stereo unspecified)
  -3, 0.4, -5, -20, -22, 0, 14, 1.2, -1
COc1cccc2c(=O)cc(C)n(CC(=O)Nc3ccc(Br)cc3)c12
  -5, 1.0, -3, -7, -11, -7, 16, 1.8, 1
C[C@H](CO)N1C[C@H](C)[C@@H](CN(C)C(=O)c2cc(-c3ccccc3)on2)OCc2cn(nn2)CCCC1=O
  ·, ·, -2, -5, -15, ·, -5, 0.3, 2
COc1ccc(N=c2cc(-c3ccc(O)cc3)oc3ccccc23)cc1
  -10, 2.3, -11, -3, -5, -10, 14, 3.5, 6
Cc1ccc(-c2cnc(C(O)c3ccc(Cl)c(Cl)c3)[nH]2)cc1 (stereo unspecified)
  ·, ·, 0, 14, 35, ·, -1, 7.3, 5
COc1ccc(-c2nnc3ccc(SC)nn23)cc1
  -3, -0.1, -7, -16, 6, -13, 17, 0.3, 7
O=C(NCC1OCCc2ccccc21)c1ccc(NC(=O)c2ccccc2Cl)cc1 (stereo unspecified)
  -13, 2.0, 1, 3, 21, -2, 17, 5.9, 8
O=C(NN1C(=O)C2C3C=CC(C3)C2C1=O)c1ccncc1 (stereo unspecified)
  4, -0.2, -4, -6, -15, -9, 8, 0.2, 1
O=C(OCC(=O)N1CCc2ccccc21)c1ccccn1
  4, -0.9, -1, -17, 11, 5, 9, -0.1, 8
Cc1ccc(S(=O)(=O)N2C[C@]3(O)C[C@@H]4C(=O)N(c5ccccc5)C(=O)[C@@H]4C[C@]3(OC(=O)NC3CCCC3)C2)cc1
  ·, ·, -4, -4, -5, ·, 21, 4.8, 3
CC(C#N)Sc1nnc(Nc2ccccc2)s1 (stereo unspecified)
  -9, -0.7, -5, -5, -12, -8, -9, 1.1, -1
CC(=O)/C=C/c1ccccc1Oc1c(F)c(F)nc(F)c1F
  -3, -1.1, -3, -10, -10, -22, 12, -0.5, 0
CCOC(=O)CSc1nnc(Cc2ccccc2)n1-c1cccc(Cl)c1
  -9, -0.9, -3, 4, ·, -21, -2, 0.8, ·
N#Cc1cccc(-n2nnnc2-c2ccccn2)c1
  -10, -0.2, -6, 14, 11, -14, -5, 0.6, -1
COc1cc(CNCc2ccncc2)cc(Br)c1OCc1ccccc1F
  -12, 11, -2, -6, 24, 28, 1, 8.3, 11
CCC1(C)Cc2c(sc3nc(SC)nc(N)c23)CO1 (stereo unspecified)
  2, 0.5, -4, -4, 25, -16, 14, 1.0, 14
COc1ccc(-c2nnc(NC(=O)C3=COCCO3)o2)cc1
  -2, 1.2, -3, 1, 7, -7, 6, -0.5, 4
CC(=O)Nc1ccc(NC(=O)Cn2c(=O)n(-c3ccc(F)cc3)c(=O)c3oc4ccccc4c32)cc1
  -5, 1.3, -3, -9, -9, -9, 9, 0.2, -1
CC(=O)Nc1cccc(-c2ccnc3c2CC(C(=O)Nc2cccnc2)O3)c1 (stereo unspecified)
  ·, ·, 0, -4, 6, ·, -1, 0.6, 1
CCCCOc1ccc(CSC2=NCCN2)cc1[N+](=O)[O-]
  -11, 3.3, -9, 20, -10, -2, -12, -0.3, 1
CCOC(=O)C1CCCN(C(=O)c2ccc(OC)c(OC)c2)CC1 (stereo unspecified)
  ·, ·, 8, -6, -20, ·, -8, -0.1, 3
S=C1NCN(C2CCCCC2)CN1c1ccccc1
  -1, 0.7, -3, -8, -38, -2, 10, 0.9, 3
CNC(=O)c1[nH]cnc1C(=O)Nc1cccc(Cl)c1
  -4, -0.3, -1, -11, -14, -7, 8, 0.4, 3
Cc1ccc(-n2c(=O)c(C#N)cc3c(=O)n4ccccc4nc32)cc1
  3, 0.8, -9, -9, 1, -3, 24, 0.6, -1
COc1ccc(CN2CCN(C(=O)c3c(-c4ccccc4)noc3C)CC2)cc1F
  -4, 4.5, -2, 3, -1, -13, -6, 1.5, 4
O=c1[nH]cnc2c1ccn2C1OC(CO)C(O)C1O (stereo unspecified)
  ·, ·, -3, -4, -34, ·, 10, -0.1, 1
O=C(Nc1ccc(N2CCOCC2)cc1N1CCOCC1)c1cccs1
  -7, 0.8, -1, 15, 2, -12, -6, 1.0, 6
Cc1ccc(NC(=S)N2CCN(S(=O)(=O)c3ccc(C)cc3)CC2)cc1
  ·, ·, -3, -3, 15, ·, 13, 0.6, 0
Cc1ccc(N/C=C/c2onc(C)c2[N+](=O)[O-])cc1
  -5, 2.5, -1, -12, 24, 6, 17, 2.0, 1
CCn1c(C)nc2cc(S(=O)(=O)Nc3ccc(C)cc3)ccc21
  -8, 4.1, -4, -9, -4, -14, 9, 8.7, 5
NC(=O)C1CCCN1 (stereo unspecified)
  -8, 0.9, -3, -9, 8, -4, 16, 0.4, 0
Cc1ccc(Nc2nnc(SCC(=O)Nc3ccc(S(=O)(=O)N4CCOCC4)cc3)s2)cc1
  -21, 0.1, -2, 3, 1, -8, 16, 2.2, 9
Cc1ccc(/C=N\NC(=O)C2COc3cc4ccccc4cc3O2)o1 (stereo unspecified)
  -9, 1.3, -3, -9, 15, 8, 16, 0.9, 4
CCOC(=O)C1=C(C)NC(=O)NC1
  -16, 0.5, 3, 6, -14, 0, -2, -0.4, 5
CC(c1ccc(F)cc1)n1cc(C(=O)NCCN(C)C)nn1 (stereo unspecified)
  -9, 0.4, -8, -5, 8, -1, 24, 0.4, 5
CCN(Cc1ccncc1)C(=O)c1ccc(C)o1
  -6, 0.6, -4, -7, 7, -7, -2, 1.1, 0
O=C1CSC(c2cccnc2)N1CCc1ccccn1 (stereo unspecified)
  -3, 0.7, -3, -9, -17, -11, 25, 1.2, 7
CCOP(=O)(c1ccc(N(C)C)cc1)C(O)c1ccc(OC)cc1 (stereo unspecified)
  -2, 0.1, -2, -2, -23, -4, 12, 0.7, 6
O=S(=O)(NCCc1ccncc1)c1ccc(S(=O)(=O)N2CCCCCC2)cc1
  -6, 2.8, -6, -9, 5, -15, 18, 4.6, 9
Cc1ccc(C(C)C)cc1OCC(=O)Nc1ccccc1N1CCCC1
  -7, -0.8, 4, 10, -32, -21, -14, -0.4, -2
NC(=O)CC[C@@H]1NC(=O)[C@H](CO)NC(=O)c2cc([N+](=O)[O-])cc(I)c2NCCC[C@@H](C(N)=O)NC(=O)[C@H](Cc2ccc(O)cc2)NC1=O
  -6, 1.3, ·, ·, 19, -17, ·, ·, -1
O=c1[nH][nH]c2cc([N+](=O)[O-])ccc12
  ·, ·, -1, -9, -30, ·, 4, 1.2, 4
CCCOC(=O)c1ccc(NC(=O)C2C3CCC(C3)C2C(=O)O)cc1 (stereo unspecified)
  -5, 0.5, -7, 8, -1, -8, -9, 0.2, -1
COc1cccc(-c2csc(N3CCN(C(=O)NC45CC6CC(CC(C6)C4)C5)CC3)n2)c1
  -6, 7.2, -5, 8, 8, -5, -3, -0.4, 6
COc1ccc(CCNC(=O)CCNS(=O)(=O)c2cccc(Cl)c2)cc1OC
  5, 0.7, 0, -11, -21, -19, 8, 0.9, 0
O=C(NCCNc1ccnc2cc(Cl)ccc12)c1ccccc1F
  -13, 8.4, -6, 11, 11, -3, -4, 8.7, 6
